Screening results as filed in PubChem.
CDK5 inh = inhibitors of human CDK5/p35 kinase, primary screen, biochemical, single concentration. Cyclin-dependent kinase 5 (Homo sapiens) + Cyclin-dependent kinase 5 activator 1 (Homo …. Recombinant CDK5/p35, ADP-Glo luminescence, 60 min. inhibition, % at 10 µM. hit rate 0.01% among 330,000. AID 488839, 2010;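 active means highest replicate inhibition of at least 50% and at least 75% of replicates reaching 50%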;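 further: plate controls were DMSO neutral control for no effect and GW8510 at 10 µM for full effect; many of its hits are not listed in these tables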
PvdQ inh = P. aeruginosa PvdQ acylase inhibitors, primary screen, biochemical, fluorescence, plate reader and imaging, single point; hit rate 0.063% among 340,000; PvdQ acylase [Pseudomonas aeruginosa LESB58]; purified PvdQ acylase; inhibition, % at 10 µM; AID 488965, 2010; in the data active means inhibition above about 30%, passing the limit was not always enough;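 further: 0% = vehicle neutral wells and 100% = reference inhibitor wells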
Keap1-Nrf2 PPI = Keap1-Nrf2 protein-protein interaction inhibitors, primary screen, biochemical, fluorescence polarization, single point; hit rate 0.15% among 340,000; inhibition, % at 9.4 µM; Keap1 Kelch-Nrf2 peptide fluorescence polarization, 1536-well; Kelch-like ECH-associated protein 1 (Homo sapiens), Q14145; in the data active means inhibition above about 12%;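 further: human Keap1 Kelch domain with fluorescein labeled Nrf2 9mer peptide probe; 0% = neutral control wells and 100% = peptide positive control; higher means more block of Keap1 binding to Nrf2 peptide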
Cardiac RTF inh = cardiac RTF calcium sensitivity inhibitors, primary screen, biochemical, IANBD-TnC fluorescence, EC70 calcium. inhibition, % at 7.15 µM. IANBD-labeled cardiac RTF, Ca2+ fluorescence. Troponin I, cardiac muscle (Homo sapiens) + Troponin T, cardiac muscle (Homo sapiens) + …. hit rate 0.12% among 340,000. AID 493244, 2011;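 active means inhibition above the mean inhibition of all tested compounds plus 3 SD, cut at about 17% in these data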;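 further: assay run at fixed EC70 calcium of 1.6 mM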
RTF Ca sens act = cardiac RTF calcium sensitivity activators, primary screen, biochemical, IANBD-TnC fluorescence, EC20 calcium | AID 493008, 2010 | IANBD-labeled TnC RTF fluorescence at EC20 calcium; 0% EC20 calcium, 100% full calcium | hit rate 0.24% among 340,000 | activation, % at 7.2 µM;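 active means activation above the mean over all tested compounds plus 3 SD, cut at about 30% in these data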;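 further: rise in fluorescence read as greater calcium sensitivity of cardiac thin filaments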
dFosB activator = activators of delta FosB homodimer, primary screen, biochemical, fluorescence polarization, TAMRA-CDK5 oligo, single point; hit rate 0.99% among 340,000; purified delta FosB; percent of positive-control signal above neutral wells; Protein FosB (Mus musculus), P13346; activation, % at 25 µM; AID 493131, 2011;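 active means mean activation above about 17%, with every replicate also reaching it, limit read from the data, passing the limit was not always enough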;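 further: fluorescence polarization rise as delta FosB binds a TAMRA Cdk5 AP-1 oligo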
NSD2 HMT inh = NSD2 histone methyltransferase inhibitors, primary screen, biochemical, AlphaScreen, single concentration, set 2. Histone-lysine N-methyltransferase NSD2 (Homo sapiens), O96028. NSD2 peptide methylation, 120 min. inhibition, % at 12.5 µM. hit rate 0.54% among 310,000. AID 743445, 2014; in the data active means inhibition above about 50%
Target sequence (O96028 whole entry, looked up): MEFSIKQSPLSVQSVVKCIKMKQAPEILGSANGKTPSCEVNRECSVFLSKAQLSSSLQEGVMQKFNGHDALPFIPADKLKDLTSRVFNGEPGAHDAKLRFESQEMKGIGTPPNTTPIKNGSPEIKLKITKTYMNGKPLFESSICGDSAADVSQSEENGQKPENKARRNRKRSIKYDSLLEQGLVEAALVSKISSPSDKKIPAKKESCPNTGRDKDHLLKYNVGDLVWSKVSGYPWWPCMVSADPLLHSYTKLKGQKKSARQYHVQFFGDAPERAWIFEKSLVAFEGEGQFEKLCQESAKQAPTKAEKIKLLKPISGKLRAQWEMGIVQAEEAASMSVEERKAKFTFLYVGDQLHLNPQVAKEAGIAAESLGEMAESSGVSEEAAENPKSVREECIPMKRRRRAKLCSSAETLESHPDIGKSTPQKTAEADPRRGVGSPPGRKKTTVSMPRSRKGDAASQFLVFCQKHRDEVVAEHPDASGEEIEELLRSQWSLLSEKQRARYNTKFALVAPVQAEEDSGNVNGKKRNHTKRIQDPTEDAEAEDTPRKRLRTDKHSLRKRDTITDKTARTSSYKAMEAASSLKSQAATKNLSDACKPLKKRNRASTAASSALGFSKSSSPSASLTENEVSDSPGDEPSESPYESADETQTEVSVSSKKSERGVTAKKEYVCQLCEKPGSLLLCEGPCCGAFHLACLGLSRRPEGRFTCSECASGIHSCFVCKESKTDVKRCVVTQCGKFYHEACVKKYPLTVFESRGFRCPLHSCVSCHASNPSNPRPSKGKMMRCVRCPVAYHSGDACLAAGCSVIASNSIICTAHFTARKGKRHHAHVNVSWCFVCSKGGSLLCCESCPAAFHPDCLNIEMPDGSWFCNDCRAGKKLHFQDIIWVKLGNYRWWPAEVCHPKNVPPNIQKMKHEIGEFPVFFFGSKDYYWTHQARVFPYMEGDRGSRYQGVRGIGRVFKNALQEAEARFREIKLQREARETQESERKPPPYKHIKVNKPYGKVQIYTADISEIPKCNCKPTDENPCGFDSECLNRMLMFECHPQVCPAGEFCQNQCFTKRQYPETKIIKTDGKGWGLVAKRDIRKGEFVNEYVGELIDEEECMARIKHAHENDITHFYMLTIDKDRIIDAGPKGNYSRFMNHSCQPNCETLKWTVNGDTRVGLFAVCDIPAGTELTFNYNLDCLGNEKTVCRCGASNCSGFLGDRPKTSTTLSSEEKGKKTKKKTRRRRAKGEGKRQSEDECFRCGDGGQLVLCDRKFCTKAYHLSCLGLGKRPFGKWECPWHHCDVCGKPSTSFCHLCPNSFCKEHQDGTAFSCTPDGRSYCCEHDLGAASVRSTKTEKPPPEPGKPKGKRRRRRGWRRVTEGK
PfHsp90 yeast 2 = growth inhibition of PfHsp90-expressing yeast, primary screen, antimalarial PfHsp90 inhibitor project, S. cerevisiae, BacTiter-Glo luminescence, single point, set 2; BacTiter-Glo ATP, 48 h; yeast lacking PDR1 and PDR3 efflux regulators; inhibition, % at 9.4 µM; hit rate 0.32% among 310,000; AID 504621, 2011;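 active means every replicate shows inhibition above about 80%, whatever the replicate mean, limit read from the data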;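 further: 0% = DMSO neutral controls and 100% = 20 µM radicicol positive controls; yeast relying on Plasmodium falciparum Hsp90 in place of its own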
C-LANA FP = inhibitors of KSHV C-LANA binding to DNA, primary screen, biochemical, fluorescence polarization, FAM-LBS DNA, MBP-C-LANA, single point | hit rate 0.078% among 340,000 | Kaposi's sarcoma herpesvirus LANA C-terminal domain (residues 932-1162) DNA binding | inhibition, % at 9 µM;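 active means highest replicate inhibition at or above 60% at 9 µM, even if other replicates fall short; inactive means all replicates below 60% inhibition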;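 further: 0% = neutral control wells and 100% = 4 µM acridine orange control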
Rtt109 HAT inh = inhibitors of C. albicans Rtt109/Vps75 HAT, primary screen, biochemical, ThioGlo CoA-SH fluorescence, plate reader; Histone acetyltransferase RTT109 (Candida albicans (strain SC5314 / ATCC MYA-2876)), …; purified Rtt109/Vps75, 4 h; inhibition, % at 34.9 µM; hit rate 0.16% among 330,000; AID 540336, 2011;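 active means inhibition of at least 50% in every replicate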
Mot1-301 SUMO = yeast Mot1-301 growth rescue at high temperature, primary screen, SUMOylation pathway inhibitor project, S. cerevisiae, ATP luminescence, 38.5C. S. cerevisiae Mot1-301 growth rescue; percent above DMSO median, 100 means doubled. growth rescue, % at 18.8 µM. hit rate 1% among 320,000. AID 2716, 2010;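 active means every valid replicate shows activation above 250% relative to neutral control wells; inactive means the rest, any valid replicate at or below 250%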;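 further: OY570 slx delta 5 strain wells were the positive control but not used for scaling; some compounds called inactive have numbers as strong as hits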
* marks the source's active call; other numbers are inactive results; x = no result given; & = joins results of further samples.

Start of the data: the first 2 entries, ahead of the listing:
SMILES	CDK5 inh	PvdQ inh	Keap1-Nrf2 PPI	Cardiac RTF inh	RTF Ca sens act	dFosB activator	NSD2 HMT inh	PfHsp90 yeast 2	C-LANA FP	Rtt109 HAT inh	Mot1-301 SUMO
Cc1cc(C)n(-c2ncnc3sc(C)c(C)c23)n1	-0.8	7.0	4.6	-24.0	-1.7	-2.8	-0.1	3.7	-0.6	12.1	197.9
COc1ccc(NC(=O)Cn2nc(C)c([N+](=O)[O-])c2C)cn1	0.0	-11.5	-1.4	-7.7	1.4	-6.2	0.0	x	-0.4	4.0	1.1

Main list, repeating the preview:
SMILES	CDK5 inh	PvdQ inh	Keap1-Nrf2 PPI	Cardiac RTF inh	RTF Ca sens act	dFosB activator	NSD2 HMT inh	PfHsp90 yeast 2	C-LANA FP	Rtt109 HAT inh	Mot1-301 SUMO
Cc1cc(C)n(-c2ncnc3sc(C)c(C)c23)n1	-0.8	7.0	4.6	-24.0	-1.7	-2.8	-0.1	3.7	-0.6	12.1	197.9
COc1ccc(NC(=O)Cn2nc(C)c([N+](=O)[O-])c2C)cn1	0.0	-11.5	-1.4	-7.7	1.4	-6.2	0.0	x	-0.4	4.0	1.1
CCCCOc1ccccc1Cn1c(=O)oc2ccccc21	0.3	1.7	-0.2	-5.8	-4.1	0.7	-0.6	-11.4	-1.3	-1.3	6.3
Cc1ccc2cc(C)c(SCC(=O)Nc3cc(C)on3)nc2c1	-4.7	-22.1	-3.3	-8.2	-1.1	-4.5	-2.9	-9.8	-3.2	-27.7	164.8
CCOc1cc2c(cc1OCC)C(C(=O)O)C(c1cc(OC)c(OC)c(OC)c1)N(C)C2=O (stereo not given)	1.4	-9.5	-0.2	0.1	1.1	5.5	-0.1	4.9	1.2	-1.1	2.0
O=S(=O)(Cc1ccccc1)c1ccccc1-c1nnc(-c2ccccc2)o1	-0.7	-12.7	-2.3	-3.8	-3.0	31.7*	0.7	-2.6	-0.3	-9.1	1.3
CCN(CC)c1ncnc2scc(C3COc4ccccc4O3)c12 (stereo not given)	0.7	7.1	1.1	-5.6	-2.7	-10.6	-4.5	-4.6	0.3	19.4	-10.2
CCCCN(C(=O)NC(=O)Nc1ccccc1C)S(C)(=O)=O	-0.3	4.6	-3.2	1.5	5.7	-7.5	-0.3	x	1.1	-1.3	-7.3
COc1cc(/C=N/NC(=O)c2c(-c3ccccc3)noc2C)cc(OC)c1OC	0.3	-8.6	-6.5	-6.7	1.5	-10.6	-1.5	-3.9	-0.9	-10.6	1.3
COc1ccc(CNC(=O)C(c2ccncc2)N(C(=O)Cc2cccs2)c2cccc(C)c2)cc1 (stereo not given)	-9.8	-10.9	-0.9	6.5	3.2	-5.6	-4.0	-4.3	1.2	-0.5	11.8
Cc1ccccc1Sc1ncnc2onc(C)c12	2.7	7.8	-2.0	2.1	-1.7	-6.8	0.2	-7.2	-0.2	-5.8	4.7
CCOC(=O)Nc1ccc2c(COC(=O)CN(C)S(=O)(=O)c3ccc(C)cc3)cc(=O)oc2c1	1.3	0.9	-3.6	2.2	3.1	36.0*	0.4	28.7	0.0	0.1	-1.9
CCCCN(C(=O)c1ccccc1F)c1c(N)n(CCC)c(=O)[nH]c1=O	1.2	-15.7	-4.6	-12.2	-3.1	2.9	-2.3	-8.0	-1.6	19.2	-11.1
CC(=O)NC1C(OCc2ccccc2)OC(COC(C)=O)C(OC(C)=O)C1OC(C)=O (stereo not given)	1.8	26.9&-5.1	2.2	4.4	0.7	5.4	-1.2	-5.3	-1.8	-11.6&-4.6	95.2
Cc1ccc(C)c(-n2c(CNC(=O)c3ccco3)nnc2SCC(=O)Nc2nnc(C)s2)c1	2.1	-2.9	2.0	-2.5	-2.4	-4.0	x	-3.6	0.7	-9.6	-13.7
CNC(=O)c1c(C)noc1C	0.3	-2.3	-6.8	-4.5	4.3	-4.0	-1.1	4.3	-1.0	-1.7	5.9
CCN(CC)C(=O)CN1C(=O)c2cccc3cccc(c23)C1=O	-0.6	-12.1	-1.9	-6.2	0.0	-2.7	-4.1	-12.2	1.0	0.9	-0.3
CCC(C)NC(=O)Cn1c(-c2ccccc2)cc(C(C)=O)c1C (stereo not given)	-3.3	-0.9	3.6	4.0	-3.2	-4.6	-1.3	-7.2	1.2	-1.4	-12.0
C=CCn1c(C(CCC(C)C)CC(C)(C)O)n[nH]c1=S (stereo not given)	-1.0	-10.3	-3.6	-7.1	1.2	1.8	21.8	4.4	0.4	1.0	-19.8
Cc1ccc(NC(=O)C2CCCN(S(=O)(=O)c3cnc[nH]3)C2)c(Br)c1 (stereo not given)	-0.7	-22.1	2.5	-9.2	-1.7	-3.1	x	18.2	1.0	-2.0	289.4
COC(=O)CSc1n[nH]c(=S)s1	-0.5	-5.8	-1.0	2.2	-1.9	-6.8	-2.1	0.6	-1.2	x	-12.6
CCOC(=O)C1CCCN(CCC(=O)Nc2ccccc2C)C1 (stereo not given)	-1.7	-2.6	0.7	-6.8	-3.1	-7.0	7.0	17.1	2.3	3.2	2.2
CC(NCc1nc2ccccc2n1C)C12CC3CC(CC(C3)C1)C2 (stereo not given)	1.3	1.4	-0.4	-8.4	1.7	-9.5	49.7	10.3	1.4	-0.1	125.7
COC(=O)c1ccc(C[n+]2ccccc2)cc1	0.0	17.1	-2.0	-2.3	-9.2	-3.2	-5.3	8.2	2.0	6.7	-9.6
O=C(OCC(=O)c1c[nH]c2ccccc12)c1ccco1	1.6	12.0	-1.1	-3.4	-1.0	-6.5	-3.1	0.0	2.7	-2.2	-0.2
Cc1cccc(Oc2coc3cc(OC(=O)c4cncc(Br)c4)ccc3c2=O)c1	-1.0	-17.5&-14.8	-3.8	-13.1	10.8	-3.3	-3.4	8.4	-1.7	5.2&3.9	72.6
CC(C)Oc1ccc(C(=O)O)c(C(=O)O)c1	0.9	-8.7	1.4	-4.2	-1.3	-3.6	x	-21.9	0.7	-6.6	353.7
COc1ccc(/C=c2\s/c(=C/C(=O)c3ccc(C)cc3)[nH]c2=O)cc1OC	-1.0	-6.3	-4.2	-42.0	30.1*	3.8	-2.4	-36.2	1.9	0.5	-6.8
c1ccc(Cn2c(CNc3nc4ccccc4n3CCN3CCCCC3)nc3ccccc32)cc1	0.0	-13.5	-0.5	-11.2	-5.4	-3.1	-2.0	14.6	0.6	-4.7	226.6
Cc1cccc(-c2c3c(=O)n(C)c(=O)n(C)c3cn2-c2ccc(O)cc2)c1	-1.5	-12.1	-1.7	-5.6	1.6	-17.5	-0.4	-4.2	0.1	31.7	1.2
COc1ccc(N2CCN(C(=O)CSc3nc4nc(C)cc(C)n4n3)CC2)cc1	0.7	-16.4	-7.1	-12.3	1.3	-2.5	1.0	15.6	-1.5	-2.9	-2.7
CN(C1CCCCC1)C(CNS(=O)(=O)c1ccc(Cl)cc1)c1ccccc1 (stereo not given)	x	-15.4	-3.8	-8.7	5.5	-1.4	1.3	-9.0	-1.4	0.6	-2.0
CNC(=O)NC(=O)C(C)N1CCN(C/C=C/c2ccccc2)CC1 (stereo not given)	-0.7	-7.6	-1.4	-3.2	8.5	-6.0	-0.3	19.8	0.1	-0.1	-0.7
CC(=O)CCc1ccccc1	-0.3	8.8	-2.5	4.0	-5.1	4.1	x	9.5	-0.1	-4.7	170.8
Cc1sc2ncnc(N3CCC(C(=O)N(C)CC(=O)Nc4ccc(Cl)c(C(F)(F)F)c4)CC3)c2c1C	1.0	12.5	1.2	-5.5	-25.6	6.3	-1.7	-4.2	1.5	-25.2	x
CS(=O)(=O)Cc1cccc(C(=O)NN(c2ccccc2)c2ccccc2)c1	1.2	-1.4	1.3	-2.4	-6.7	-17.1	3.1	-10.0	-0.9	-3.7	-9.0
O=C(COc1ncnc2ccc(Br)cc12)NCc1ccco1	0.5	-12.3	1.2	-3.0	-3.4	22.4*	-0.7	-12.7	1.5	-5.3	8.8
Cc1c(O)ccc(-c2[nH]ncc2-c2nc3ccccc3s2)c1O	-0.3	-19.8	-1.1	1.2	-5.6	-5.9	-1.1	14.5	-2.4	17.9	-9.2
O=C1NCCOC(=O)[C@@H](Cc2ccc(F)cc2)C/C=C\C[C@@H]1CC(=O)N(CCO)Cc1ccccc1	-0.8	-1.8	-0.4	7.7	-2.4	0.2	x	-1.8	2.6	1.0	0.1
Clc1ccc(-c2nnc(-c3cccc4ccccc34)o2)cc1	-2.2	-8.6	2.8	-2.7	-2.4	-3.1	-0.5	-4.3	-3.4	-2.7	x
CC1CCCCC1NCC(=O)Nc1ccccc1-c1ccccc1 (stereo not given)	-1.2	-8.9	-3.9	-0.6	-0.6	-8.3	-10.2	13.2	0.3	-3.6	-19.6
COc1ccc2oc(=O)c(C(C)=O)cc2c1	-0.8	-4.5	-4.4	-0.1	-2.6	-2.6	-1.4	-12.1	0.3	2.6	8.4
NNC(=O)CCc1nc2ccc(O)cc2[nH]1	-1.5	-1.4	-1.9	-3.7	6.3	-8.8	-6.3	3.4	-0.5	3.8	121.3
Cc1cc(S(=O)(=O)N2CCN=C2c2ccccc2)c(C)cc1Cl	1.3	6.8	-1.8	0.6	-8.7	-0.9	-2.4	14.8	1.0	3.1	-5.2
CCOc1ccc(NC(=O)CSc2nncn2C)cc1	1.9	-11.5	-1.5	3.0	-7.1	-7.3	3.9	-0.1	9.6	-3.9	-5.7
O=C1OC(Nc2nc(-c3ccc(F)cc3)cs2)c2ccccc21 (stereo not given)	0.3	-9.2	-9.5	-3.1	6.8	-9.6	-1.0	11.7	-1.9	-1.9	-3.0
C[C@H](NC(=O)c1nc[nH]c1C(=O)N[C@@H](Cc1ccccc1)C(=O)OCc1ccccc1)c1ccccc1	-1.7	-5.9	-1.0	2.0	2.8	-4.5	x	5.3	-1.0	-19.7	-15.6
O=C(N1CCN(c2cccc(Cl)c2)CC1)C1(c2cccs2)CCOCC1	-1.6	15.8	-2.6	4.6	-8.5	-10.4	-0.8	-3.7	-0.2	x	14.4
O=C(NCc1ccccc1Cl)c1ccc2nnsc2c1	1.8	-7.6	1.4	-5.8	-4.5	-0.4	-1.2	2.1	-0.7	-3.1	-1.1
